Assay outcomes from PubChem.
GRK2 inh – human GRK2 inhibition via aptamer displacement | bead flow cytometry, FAM-aptamer displacement from GRK2 | inhibition of aptamer binding, % at 10 µM | 0.59% of 330,000 active | AID 488847;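 active means inhibition of aptamer binding above 40%, roughly 3 SD of noise, on plates passing a quality check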;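 further: median bead fluorescence of bound FAM aptamer so fluorescent compounds give negative values; no value below 0 was filed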
LAP4-GFP MLPCN – alters LAP4-GFP fluorescence in TOR pathway yeast screen | S. cerevisiae LAP4-GFP multiplex, flow cytometry GFP, 3 h; median GFP as percent of DMSO wells | GFP response vs DMSO, % at 10 µM | 0.34% of 320,000 active;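 active means GFP response vs DMSO above a set limit, about the screen mean plus 3 SD, cut at about 150% in these data; inconclusive means under 70 cell events counted for the yeast strain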
AGP1 TOR yeast – modulators of TOR pathway AGP1-GFP in S. cerevisiae; S. cerevisiae AGP1-GFP multiplex flow cytometry, 3 h; GFP as percent of DMSO wells; GFP response vs DMSO, % at 10 µM; 0.02% of 320,000 active; AID 2066;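 active means GFP response relative to DMSO above a set limit, near screen average plus 3 SD, cut at about 150% in these data; inconclusive means fewer than 70 cells counted for the yeast strain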;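 further: median GFP channel fluorescence of the gated AGP1 strain per well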
RPL19A-GFP yeast – alters RPL19A-GFP fluorescence in TOR pathway yeast screen. S. cerevisiae RPL19A-GFP strain, flow cytometry, 3 h; hits give low values. percent response vs DMSO, % at 10 µM. 0.3% of 330,000 active;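 active means percent response vs DMSO below 50%; inconclusive means fewer than 70 events counted for the yeast strain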;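 further: median channel GFP fluorescence of the barcoded RPL19A-GFP strain; ratio of sample median GFP to plate DMSO average so 100% = DMSO; lower means less RPL19A-GFP as with rapamycin TOR inhibition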
CR mimetic SO – lowers age-related superoxide in aged yeast cells | S. cerevisiae aged cells, superoxide DHE fluorescence; hits give low values | AID 2690 | superoxide response (% of plate mean), % at 10 µM | 0.18% of 330,000 active;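 active means superoxide response under a set limit, about three screen SD below normal, cut at about 65% in these data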;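 further: yeast aged for seven days with compound at 30 °C before DHE staining; 100% = average MFI of all compound-treated wells on the plate with controls excluded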
CIT2-GFP yeast – yeast TOR pathway CIT2-GFP modulation; 0.065% of 320,000 active; S. cerevisiae CIT2-GFP strain, flow cytometry, 3 h; 100 means same as DMSO wells; GFP response vs DMSO, % at 10 µM; AID 2029;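 active means GFP response relative to DMSO above a set limit, near the screen mean plus 3 SD, cut at about 150% in these data; inconclusive means Fewer than 70 cells measured for a yeast strain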;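 further: ratio of well median GFP fluorescence to mean of DMSO wells on the plate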
MEP2-GFP yeast – modulators of TOR pathway MEP2-GFP in S. cerevisiae | GFP response vs DMSO, % at 10 µM | S. cerevisiae MEP2-GFP strain, flow cytometry GFP, 3 h; 100% = DMSO control level | 0.51% of 330,000 active | AID 2016;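 active means GFP response versus DMSO above a set limit, roughly screen mean plus 3 SD, cut at about 180% in these data; inconclusive means fewer than 70 cells counted for a yeast strain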;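 further: median GFP fluorescence of the barcode-gated MEP2-GFP cells per well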
VLA-4 inh – inhibition in a human VLA-4 binding assay | VLA-4 expressing cells, ligand binding flow cytometry | inhibition, % (about 7 µM as worked out from the volumes in the protocol) | 0.2% of 330,000 active | AID 2557; in the data active means inhibition above about 50%
Target sequence (P13612 whole entry, looked up): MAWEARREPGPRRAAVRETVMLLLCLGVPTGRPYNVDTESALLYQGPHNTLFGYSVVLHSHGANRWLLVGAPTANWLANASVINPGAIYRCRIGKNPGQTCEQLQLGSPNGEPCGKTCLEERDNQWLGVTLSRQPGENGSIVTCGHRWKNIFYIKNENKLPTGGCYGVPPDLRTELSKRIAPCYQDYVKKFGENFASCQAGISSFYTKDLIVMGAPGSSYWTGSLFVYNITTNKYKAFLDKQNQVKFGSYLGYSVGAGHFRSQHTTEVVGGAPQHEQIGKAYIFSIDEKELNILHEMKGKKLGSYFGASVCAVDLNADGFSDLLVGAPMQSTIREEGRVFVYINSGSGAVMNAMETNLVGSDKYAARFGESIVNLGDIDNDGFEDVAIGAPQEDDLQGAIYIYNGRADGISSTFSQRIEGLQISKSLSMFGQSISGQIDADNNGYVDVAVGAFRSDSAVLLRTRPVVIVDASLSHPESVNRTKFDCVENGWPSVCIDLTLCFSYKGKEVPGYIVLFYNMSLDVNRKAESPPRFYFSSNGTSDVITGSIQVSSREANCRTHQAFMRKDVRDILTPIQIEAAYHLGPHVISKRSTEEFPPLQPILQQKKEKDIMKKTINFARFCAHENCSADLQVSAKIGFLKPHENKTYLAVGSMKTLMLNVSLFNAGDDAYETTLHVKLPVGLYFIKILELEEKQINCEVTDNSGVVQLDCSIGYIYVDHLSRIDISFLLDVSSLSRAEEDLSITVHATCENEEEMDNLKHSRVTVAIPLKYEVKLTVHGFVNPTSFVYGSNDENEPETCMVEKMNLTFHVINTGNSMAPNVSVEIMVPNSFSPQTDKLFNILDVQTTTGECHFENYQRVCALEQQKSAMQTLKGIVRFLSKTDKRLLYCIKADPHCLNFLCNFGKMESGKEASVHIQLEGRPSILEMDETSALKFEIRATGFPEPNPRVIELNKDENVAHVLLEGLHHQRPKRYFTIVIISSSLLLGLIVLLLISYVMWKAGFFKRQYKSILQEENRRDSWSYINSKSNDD
An asterisk follows results filed as active; i = inactive; ? = inconclusive; nt = no result given; & = joins results of further samples; [ ] = another dose, or the depositor's remark. Random draw from the library, and some 1.7% of all compounds hit somewhere here.

Every second line gives: GRK2 inh | LAP4-GFP MLPCN | AGP1 TOR yeast | RPL19A-GFP yeast | CR mimetic SO | CIT2-GFP yeast | MEP2-GFP yeast | VLA-4 inh
> O=[N+]([O-])c1cccc(P(=O)(O)c2cccc([N+](=O)[O-])c2)c1
    0 | 107 | 98 | 98 | 118 | 100 | 99 | 10
> COc1ccc(OC)c(S(=O)(=O)NCc2nc3nc(C)cc(C)n3n2)c1
    2 | 106 | 102 | 103 | 101 | 96 | 107 | -4
> CC(C)c1ccc(CN2CCC(C(=O)NCc3cccnc3)CC2)cc1
    1 | 103 | 103 | 98 | 93 | 95 | 94 | 0
> COc1ccc(-n2c(SCC(N)=O)nc3sc4c(c3c2=O)CCC4)cc1
    7 | 92 | 96 | 95 | 86 | 96 | 103 | -2
> CC(C)(Oc1ccc(Cl)cc1)C(=O)O
    4 | 110 | 87 | 100 | 108 | 81 | 95 | -19
> CC(C)NC(=O)c1cc(-n2cnnc2)ccc1Cl
    3 | 102 | 97 | 96 | 89 | 97 | 101 | 1
> CC(C)Cn1c(SCC(=O)NC(=O)NC2CCCC2)nc2ccccc21
    0 | 91 | 79 | 109 | 104 | 65 | 90 | 4
> O=C(NCCCNC(=O)c1cnccn1)c1ccc(Cl)c(Cl)c1
    0 | 105 | 101 | 102 | 108 | 119 | 105 | 12
> COCCN(C(=O)CCC(=O)Nc1cc(C)on1)C(C(=O)NC(C)(C)C)c1ccccc1Cl (stereo not drawn)
    2 | 94 | 100 | 100 | 99 | 97 | 103 | 7
> COCCOC(=O)C1=C(C)NC(=O)NC1c1cccc2ccccc12 (stereo not drawn)
    5 | 95 | 104 | 102 | 104 | 100 | 106 | 1
> O=C(OCc1ccc(O)cc1)c1c(-c2ccsc2)oc2ccc(N3CCOCC3)cc12
    0 | 98 | 110 | 97 | 93 | 98 | 104 | 0
> O=C(C[C@H]1C/C=C\CCC(=O)OC[C@H]2CCCN2C1=O)NCCO
    0 | 90 | 95 | 99 | 81 | 103 | 94 | 11
> O=C(NCc1ccncc1)c1cc(C(=O)C2CCCCC2)c[nH]1
    4 | 91 | 94 | 92 | 106 | 89 | 95 | 3
> CCOc1c(C(N)=O)c(-c2ccccc2)c2c(=O)[nH]c3ccccc3n12
    0 | 112 | 108 | 106 | 97 | 114 | 109 | -4
> Cc1cc(C)cc(-n2c(=O)c3sccc3n(CC(=O)NCc3ccco3)c2=O)c1
    1 | 114 | nt | 111 | 88 | 111 | 110 | -10
> O=C(COC(=O)c1ccc[nH]c1=O)c1ccc(Cl)s1
    0 | 106 | 92 | 97 | 120 | 91 | 101 | -4
> COc1ccc(-c2nc(-c3cccc(C)c3)[nH]c(=O)c2C#N)cc1
    0 | 101 | 102 | 103 | 103 | 99 | 105 | -1
> C=CC12C=CC=CN1C(C(=O)OC)=C(C(=O)OC)C(C(=O)OC)=C2C(=O)OC (stereo not drawn)
    1 | 80[may fluoresce red] | 87[may fluoresce red] | ? | 102 | 99[may fluoresce red] | 81[may fluoresce red] | -4
> Cc1noc(NS(=O)(=O)c2ccc(NC(=O)CCC3CCCCC3)cc2)c1C
    2 | 108 | 102 | 99 | 97 | 92 | 96 | 9
> Cc1ccc(S(=O)(=O)c2cc(OC(=O)c3ccco3)ccc2OC(=O)c2ccco2)cc1
    0 | 83 | 88 | 99 | 112 | 95 | 95 | 0
> O=C(NCc1ccc(Cl)cc1)c1noc2c1CCCC2
    3 | 107 | 84 | 98 | 88 | 88 | 99 | 23
> COc1cc(S(=O)(=O)Nc2ccccc2C)ccc1Cl
    1 | 102 | 101 | 97 | 98 | 103 | 101 | 1
> CCOC(=O)c1cn(-c2ccc([N+](=O)[O-])cc2)c2cc(Cl)c([N+](=O)[O-])cc2c1=O
    0 | 82 | 97 | 103 | 94 | 108 | 88 | -4
> CCOc1cc(C(=S)N2CCCCC2)ccc1OS(=O)(=O)c1ccc(Br)cc1
    0 | 96 | 98 | 102 | 112 | 104 | 93 | 4
> COc1ccc(/C=C/C(=O)OCC(=O)N(C)CC(=O)Nc2ccc(C)cc2)c(OC)c1
    0 | 90 | 90 | 95 | 92 | 94 | 91 | 6
> Cc1cccc2nc(-c3ccccc3)nc(N[C@@H](CO)c3ccccc3)c12
    1 | 91 | 95 | 100 | 111 | 96 | 97 | -2
> CSc1nsc(SCCN2C(=O)c3ccccc3C2=O)n1
    0 | 92 | 94 | 90 | 100 | 81 | 96 | 1
> COc1ccc(CNC(=O)C23CC4CC(CC(Br)(C4)C2)C3)cc1
    0 | 94 | 98 | 106 | 110 | 94 | 104 | -12
> Cc1cccn2c(N)c(-c3ccccc3)nc12
    0 | 97 | nt | 93 | 93 | 92 | 94 | -10
> Cn1c(SCC(=O)Nc2ccc(F)cc2)nc2c(c1=O)SCC2
    1 | 98 | 103 | 105 | 102 | 97 | 97 | 18
> O=C(CCl)N(Cc1ccccc1)c1ccccc1
    1 | 86 | 99 | 100 | 135 | 100 | 100 | -5
> COc1ccc(OC)c(S(=O)(=O)N2CCC(C(=O)NCCc3ccccc3)CC2)c1
    2 | 96 | 101 | 99 | 102 | 102 | 99 | 9
> CCOC(=O)N1CCN(CCC(=O)Nc2cccc(Br)c2)CC1
    1&0 | 93&104 | 109&109 | 105&101 | 103&107 | 103&104 | 100&102 | -13&7
> CC(C)NC(=O)c1ccccc1NC(=O)Cc1ccc(Br)cc1
    0 | 105 | 111 | 92 | 111 | 97 | 101 | -19
> Cc1ccc(NC(=O)CCC(=O)N/N=C/c2ccco2)c(C)c1
    9 | 97 | 99 | 100 | 89 | 108 | 106 | 12
> CN1Cc2sc(NC(=S)NC(=O)c3ccccc3)c(C#N)c2CC1(C)C
    32 | 155* | 110 | 106 | 109 | 161* | 157 | -158
> CC1(C)Cc2c(c(-c3ccco3)[nH]c(=O)c2C#N)CO1
    1 | 103 | 103 | 104 | 96 | 95 | 104 | -2
> COCCNCc1ccc(Cl)cc1Cl
    0 | 94 | 108 | 113 | 95 | 102 | 110 | 2
> O=C1C=C(c2ccnc3cc(Cl)ccc23)C[C@@H](c2ccc3c(c2)OCO3)C1
    0 | 120 | 94 | 95 | 117 | 85 | 101 | 0
> COc1ccc(/C=C/C(=O)OCC(=O)NCCNC(=O)COC(=O)/C=C/c2ccc(OC)cc2)cc1
    0 | 95 | 100 | 98 | 92 | 94 | 87 | 0
> O=C1CN2CCC1C/C2=C\c1ccnc2c(Cl)cccc12 (stereo not drawn)
    0 | 107 | 112 | 100 | 102 | 107 | 100 | 6
> N#CC(=C1CCCC1)c1nc(-c2cc3ccccc3oc2=O)cs1
    4 | 93 | 99 | 93 | 91 | 91 | 89 | 1
> O=C(CCNc1ccc(Br)cc1)c1cccc([N+](=O)[O-])c1
    0 | 106 | 97 | 98 | 100 | 90 | 98 | 6
> CC(C)(C)OC(=O)C[C@H]1C/C=C\C[C@H](CC(=O)N[C@H](CO)Cc2ccccc2)C(=O)N[C@@H](Cc2ccccc2)COC1=O
    8 | 111 | 98 | 95 | 116 | 95 | 93 | -5
> Cc1cc(-c2onc(C)c2C(=O)Oc2ccc(Cl)cc2)no1
    1 | 107 | 99 | 93 | 131 | 95 | 95 | 3
> Oc1ccc2ccccc2c1-c1sc(Nc2ccccc2)n[n+]1-c1ccc(F)cc1
    0 | 119 | 86 | 96 | 98 | 93 | 92 | i
> O=C(Cc1c(Cl)cccc1Cl)OCc1ccccn1
    0 | 103 | 102 | 97 | 92 | 103 | 102 | 10
> CS(=O)(=O)N1CCN(C(=S)NCc2ccc(Cl)cc2)CC1
    0 | 90 | 86 | 88 | 93 | nt | 91 | -4
> CC(C)c1nc2oc3c(NCCO)ncnc3c2c2c1COC(C)(C)C2
    3 | 106 | 112 | 107 | 85 | 101 | 102 | 5
> O=C1/C(=C\c2ccc3c(c2)OCO3)CCC/C1=C/c1ccc2c(c1)OCO2
    0 | 114 | 97 | 100 | 85 | 102 | 107 | -6
> CC(C)c1nc(C(=O)N2CCCC(N3CCN(c4cccc(Cl)c4)CC3)C2)cs1 (stereo not drawn)
    0 | 73 | 94 | 102 | 92 | 107 | 89 | 5
> COc1cccc(CN2CCc3[nH]c(=S)[nH]c(=O)c3C2)c1
    0 | 98 | 102 | 101 | 95 | 102 | 104 | -10
> CN(CCOc1ccccc1)C(=O)c1cc(-c2ccco2)nc2ccccc12
    29 | 99 | 103 | 96 | 96 | 98 | 99 | -13
> COC(=O)[C@@H](NC(=O)O[C@@H]1C(=O)c2ccc(OC)cc2O[C@H]1c1cccc(C(F)(F)F)c1)C(C)C
    0 | 104 | 90 | 98 | 95 | 99 | 91 | -14
> CS(=O)(=O)N1CCSC1c1ccc(Br)cc1 (stereo not drawn)
    0 | 106 | 102 | 100 | 110 | 94 | 102 | -16
> COc1cccc(-c2nnn(CCc3nn[nH]n3)n2)c1
    0 | 95 | 100 | 103 | 109 | 100 | 103 | -67
> CC1CN(C(=O)C(Sc2ccccc2)c2ccccc2)CC(C)O1 (stereo not drawn)
    0 | ? | ? | ? | 112 | ? | ? | -10
> CCOC(=O)CN(C(=O)CSc1nnc(-c2cccc(OC)c2)o1)c1ccc(F)cc1
    2 | 104 | 107 | 101 | 102 | 104 | 101 | -8
> CCOc1ccc(NC(=S)N2CCC(c3ccc(C)cc3)C2)cc1 (stereo not drawn)
    0 | 110 | 91 | 100 | 101 | 91 | 105 | 7
> Cc1ccc(C2CC2c2n[nH]c(=S)n2-c2cccc(Cl)c2)cc1 (stereo not drawn)
    1 | 93 | 96 | 104 | 77 | 101 | 101 | -1

Next part:
Every second line gives: GRK2 inh | LAP4-GFP MLPCN | AGP1 TOR yeast | RPL19A-GFP yeast | CR mimetic SO | CIT2-GFP yeast | MEP2-GFP yeast | VLA-4 inh
> CN(c1ccc(C(=O)Nc2ccc3c(c2)OCO3)cc1)S(C)(=O)=O
    3 | 109 | 102 | 99 | 90 | 114 | 107 | 0
> O=C(C[n+]1ccc(-c2nnc3n2CCC3)cc1)c1ccc(Cl)cc1
    0 | 95 | 108 | 99 | 95 | 99 | 97 | -2
> CCOC(=O)N1CCC(N2Cc3cccc(C(=O)N4CC(C)CC(C)C4)c3C2=O)CC1 (stereo not drawn)
    13 | 93 | 100 | 107 | 76 | 107 | 108 | -1
> Cc1onc(-c2c(Cl)cccc2Cl)c1C(=O)N=C(N)N1CCOCC1
    2 | 127 | 114 | 99 | i | 104 | 107 | 7
> Cc1c(Cc2ccccc2)c(=O)oc2cc(OCc3nn[nH]n3)ccc12
    0 | 88 | 88 | 97 | 100 | 90 | 88 | 27
> CCNS(=O)(=O)c1ccc(NC(=O)c2cncc(Br)c2)cc1
    0 | 82 | 94 | 97 | 101 | 95 | 100 | 6
> Cc1cccc(-c2c3c(=O)n(C)c(=O)n(C)c3cn2C(C)(C)C)c1
    1 | 94 | 96 | 97 | 103 | 90 | 98 | -2
> O=C(OCc1cc(Cl)ccc1OC(F)F)c1ccc([N+](=O)[O-])o1
    3 | 157* | 85 | 97 | 115 | 76 | 93 | 1
> CCN1C(=O)/C(=C/N(C)c2ccccc2)OC1=S
    2 | 106 | 93 | 99 | 105 | 90 | 98 | -16
